Screening data from PubChem BioAssay.
PP5 inh – PP5 (human) phosphatase inhibition | P53041 | purified PP5c, OMFP substrate fluorescence | inhibition, % at 6.7 µM | 0.18% of 320,000 active;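 active = inhibition above the campaign's mean inhibition across all tested compounds plus 3 SD, cut at about 9.5% in these data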;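 also: 0% = DMSO only and 100% = 100 µM cantharidin control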
TPT1 inh – inhibitors of Candida albicans tRNA 2'-phosphotransferase TPT1; recombinant caTPT1, FP RNA substrate dephosphorylation; inhibition, % at 5 µM; 0.81% of 300,000 active;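 active = inhibition above the mean of all tested compounds plus 3 SD, set per screening campaign, cut at about 24% in these data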;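 also: plate controls were DMSO alone for no effect and ferristatin control at 100 nM for full effect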
CTSL1 counter – cathepsin L1 inhibition, PFM18AAP counter-screen; recombinant F. hepatica cathepsin L1, Z-Leu-Arg-MCA fluorescence; inhibition, % at 5.96 µM; 0.49% of 300,000 active;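 active = inhibition above the mean of all tested compounds plus 3 SD, set per screening campaign, cut at about 17% in these data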;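 also: 0% = plate median of test compound wells and 100% = 1 µM Z-Phe-Ala-diazomethylketone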
procasp7 counter – counter-screen: procaspase-7 (human) activation; P55210; 0.093% of 330,000 active; AID 463210; recombinant procaspase-7, Ac-DEVD-pNA absorbance 405 nm; D23A/D198A/D206A triple mutant, cannot self-cleave; scale: DMSO 0, 5 µM enzyme 100; activation, % at 8.5 µM;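 active = percent activation above the screen-wide mean plus 3 SD, cut at about 25% in these data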
Target sequence (P55210 whole entry D23A/D198A/D206A): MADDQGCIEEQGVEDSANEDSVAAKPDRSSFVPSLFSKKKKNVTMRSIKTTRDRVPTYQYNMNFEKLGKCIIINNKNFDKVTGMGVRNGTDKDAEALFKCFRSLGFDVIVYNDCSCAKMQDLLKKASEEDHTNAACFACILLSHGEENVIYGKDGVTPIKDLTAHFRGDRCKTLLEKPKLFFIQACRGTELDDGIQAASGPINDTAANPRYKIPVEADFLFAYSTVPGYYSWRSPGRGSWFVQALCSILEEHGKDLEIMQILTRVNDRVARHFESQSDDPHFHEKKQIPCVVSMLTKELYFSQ
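System: Uncleavable procaspase-7 mutant enzyme; Amount: 2 µM procaspase-7 mutant as dispensed; Schedule: 1 h compound preincubation, 2 h substrate cleavage, 25 °C; Measured by: 405 nm absorbance of p-nitroaniline; Evaluation: percent activation from buffer-corrected 0–120 min absorbance change; Control set: low DMSO alone, high DMSO plus 5 µM PC-7.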
JMJD2C inh – inhibitors of human GASC-1 (JMJD2C) demethylase; Q9H3R0; GST-JMJD2C(1-420) H3K9me3 demethylation, DELFIA europium; inhibition, % at 2.35 µM; 0.069% of 330,000 active; AID 2099;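 active = more than half of a compound's replicate wells show inhibition beyond 50%, single wells judged on their own value; inconclusive = some, but no more than half, of replicates pass 50% inhibition; inactive = no replicate passes 50% inhibition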;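 also: signal counts dimethyl H3K9 product captured on neutravidin plate; 0% = median of DMSO wells and 100% = 0.3 times that DMSO median; strong numbers were not always called active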
HCV core dimer – blocks dimerization of HCV core protein. TR-FRET GST/Flag-core106 dimerization, 1536-well. inhibition, % at 5 µM. 0.33% of 300,000 active;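 active = inhibition above the mean of all tested compounds plus 3 SD, set per screening campaign, cut at about 45% in these data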
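Assay system – GST-tagged and Flag-tagged HCV core protein residues 1-106 · Quantity – core106 proteins, GST 13.5 nM and Flag 17 nM · Benchmarks – unlabelled core106 and no-GST-core106 wells · Read-out basis – percent inhibition of core106 dimerization signal · Detection – time-resolved FRET, ex 340 nm, em 617 and 671 nm · Schedule – 4 h at 22.5 °C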
Efflux pump inh – inhibitors of Candida antifungal efflux pumps expressed in yeast. 0.44% of 330,000 active. S. cerevisiae Candida pump triplex, Nile Red efflux. AID 485275. inhibition, % at 10 µM;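 active = plate passing quality check with inhibition over a set limit, or well fluorescence over plate mean plus 4 SD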;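 also: Nile Red retained in pooled yeast measured as flow cytometry median fluorescence; 0% = buffer negative control and 100% = Enniatin B positive control; higher means more Nile Red kept so more efflux inhibition; some compounds called inactive have numbers as strong as hits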
procasp3 activ – procaspase-3 (human) activation; recombinant procaspase-3 D3A, Ac-DEVD-pNA absorbance 405 nm; 0.11% of 330,000 active; activation, % at 8.5 µM; P42574; AID 463141;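 active = activation above the mean of all tested compounds plus 3 SD, cut at about 21% in these data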;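 also: 0% = DMSO alone and 100% = DMSO wells spiked with extra 5 µM PC-3 D3A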
Target sequence (P42574 whole entry D9A/D28A/D175A): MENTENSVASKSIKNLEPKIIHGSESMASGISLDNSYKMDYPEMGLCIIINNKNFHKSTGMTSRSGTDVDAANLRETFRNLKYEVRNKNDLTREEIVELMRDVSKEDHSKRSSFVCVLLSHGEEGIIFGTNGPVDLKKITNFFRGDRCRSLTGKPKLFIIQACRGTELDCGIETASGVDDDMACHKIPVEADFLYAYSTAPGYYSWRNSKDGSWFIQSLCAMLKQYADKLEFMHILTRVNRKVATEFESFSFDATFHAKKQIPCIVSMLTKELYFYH
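Compound: 8.5 µM single point, 0.8% DMSO / Material: Autoprocessing-dead procaspase-3 D3A mutant enzyme / Timing: 1 h preincubation plus 2 h reaction at 25 °C / Medium: Zinc-free HEPES/NaCl buffer with 0.01% Triton X-100 at pH 7.4 / Technique: 405 nm absorbance of p-nitroaniline, reads at 0 and 120 min / Repeats: one well per compound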
PP1 counter – counter-screen for PP5 inhibitors: inhibitors of human PP1-alpha. P62136. purified PP1alpha, OMFP fluorescence. inhibition, % at 6.7 µM. 0.9% of 320,000 active;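 active = inhibition above the mean inhibition of all tested compounds plus 3 SD, computed separately for each screening campaign, cut at about 15% in these data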
Target sequence (P62136 whole entry, looked up): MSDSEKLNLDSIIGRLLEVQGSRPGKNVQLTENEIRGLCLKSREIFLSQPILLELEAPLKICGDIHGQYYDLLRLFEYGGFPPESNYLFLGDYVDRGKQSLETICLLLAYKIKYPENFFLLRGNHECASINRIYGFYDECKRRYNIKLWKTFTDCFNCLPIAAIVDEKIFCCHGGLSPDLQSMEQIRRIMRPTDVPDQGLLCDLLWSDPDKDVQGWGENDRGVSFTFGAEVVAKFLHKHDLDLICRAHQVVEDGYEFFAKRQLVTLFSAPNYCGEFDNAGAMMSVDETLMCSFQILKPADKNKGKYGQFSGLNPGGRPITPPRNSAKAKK
Numbers without * were called inactive; ? = inconclusive; nt = no result given; & = joins results of further samples. An unsorted share of the library; about 2.9% have a hit in one of these screens.

SMILES	PP5 inh	TPT1 inh	CTSL1 counter	procasp7 counter	JMJD2C inh	HCV core dimer	Efflux pump inh	procasp3 activ	PP1 counter
CCN1C(=O)[C@@H]2[C@@H](c3ccc(-c4ccc(Cl)c(Cl)c4)cc3)N3CCCC[C@@]3(C(=O)OC)[C@@H]2C1=O	-2.5	2	-2	-4	5	14	0.2	0	-7
Cc1onc(-c2c(Cl)cccc2Cl)c1CO/N=C(\C#N)c1c(Cl)cccc1Cl	3.1	-1	0	-5	2	1	0.1	-2	4
Fc1ccc(Nc2nnc(C(F)(F)F)s2)cc1	-0.9	1	-2	2	-17	-1	0.0	8	0
COc1ccc(Cl)cc1NC(=O)c1ccccc1C	-0.9	-2	1	2	7	-1	0.2	1	-1
CCOc1cc(NC(=O)C2CC2)c(OCC)cc1NC(=O)c1ccccn1	-0.8	-2	2	8	4	4	0.0	7	-8
N#CCSc1nc2ccccc2c(=O)n1-c1ccccc1	0.3	1	-1	-1	-17	0	0.1	-10	-7
CCOc1ccc(Cn2cc(F)c(=O)[nH]c2=O)cc1	0.1	-7	-1	2	-35	-1	0.0	-1	-4
Cc1noc(NS(=O)(=O)c2ccc(NC(=O)c3cc(=O)c4ccccc4o3)cc2)c1C	0.9	0	3	7	1	5	0.0	14	2
CC(C)CN(C(=O)CCNC(=O)c1ccc([N+](=O)[O-])cc1)C1CCS(=O)(=O)C1 (stereo not given)	nt	nt	nt	3	-7	nt	-0.1	-1	nt
COc1ccc(Oc2nc3c(c(=O)n(C)c(=O)n3C)n2Cc2cccc(OC)c2)cc1	-1.2	2	2	-15	38	8	0.5	6	1
CCN(CC)C(=O)CCNS(=O)(=O)c1ccc(C)cc1	-2.7	-2	-3	2	171	-3	0.0	-1	-4
O=C(Nc1cccc(C(F)(F)F)c1)c1sc(Cl)nc1C(F)(F)F	4.2	-2	8	5	3	2	-0.1	12	2
O=C(NC(=S)N(CCO)Cc1ccccc1)c1ccc(F)cc1Cl	0.9	-4	-7	-7	-9	1	0.0	-5	1
COc1ccccc1NC(=O)COC(=O)c1c[nH]c2ccccc12	1.9	nt	nt	2	2	nt	0.0	5	0
CC(C)(O)c1ccccc1CC[C@@H](SCC1(CC(=O)O)CC1)c1cccc(/C=C/c2ccc3ccc(Cl)cc3n2)c1	1.1	0	-1	-5	7	36	0.0	-5	35*
O=C1C=C(NNC(=O)c2ccccc2Br)CCC1	3.8	-4	1	-2	-2	-1	0.2	-6	0
Cc1ccc(NC(=O)CSc2nc3ccccc3nc2N2CCCC2)cc1	2.4	-1	2	-2	3	10	0.1	40*	2
CNC(=S)N1N=C(c2ccccc2)CC1c1ccc(OC)c(OC)c1 (stereo not given)	3.2	3	-4	-13	1	-16	0.0	12	-2
COC(=O)COc1ccc(S(=O)(=O)N2CCCCC2)cc1[N+](=O)[O-]	1.2	-4	-1	4	4	-2	0.0	2	2
Cn1cnnc1SCC(=O)Nc1ccc(Cl)c(S(=O)(=O)N2CCOCC2)c1	-1.4	1	2	1	1	1	-0.1	8	-7
O=C(CN1C(=O)C2(OCCCO2)c2ccccc21)NCc1ccccc1	3.5	-4	-2	-4	-1	-2	0.0	1	0
Nc1nc2ccc(OC(F)(F)F)cc2s1	1.6&3.9	-2&2	-3&3	7&-5	-4&160	1&-7	0.0&0.1	3&-4	0&1
C[C@H](CO)N1C[C@H](C)[C@@H](CN(C)C(=O)Nc2ccc(C(F)(F)F)cc2)Oc2c(cccc2N(C)C)C1=O	nt	nt	nt	3	46	nt	-0.3	5	nt
Clc1ccc2[nH]c3c(c2c1)CNCC3	1.6	0	0	0	-4	-2	0.0	-3	-3
CN(C)c1nc(N)nc(Cn2nnc(-c3ccc(C(F)(F)F)cc3)n2)n1	2.6	-2	-2	-5	-4	-5	-0.1	8	5
CN(C)c1ccc(C(=O)N2CCCC(CCC(=O)N3CCN(c4ccccn4)CC3)C2)cc1 (stereo not given)	0.5	0	0	-6	-3	6	-0.1	-3	0
COc1ccccc1N1CCN(C(=O)c2oc3ccc(F)cc3c2C)CC1	2.4	-3	0	-1	-3	5	1.0	7	0
Cc1onc(-c2ccccc2Cl)c1C(=O)OCN1C(=O)c2ccccc2C1=O	0.4	-7	-6	6	-9	5	0.1	-4	3
O=C(O/N=C1/CCSc2ccccc21)c1ccc(F)cc1	-1.2	1	-5	1	8	4	-0.1	3	-3
CC(C)CC(=O)/C(=C/c1ccc(N(C)C)cc1)n1cncn1	1.4	16	6	-4	-9	10	-0.1	5	-1
CC(=O)Nc1ccc(S(=O)(=O)NC2CC(=O)N(c3ccc(C)cc3)C2)cc1 (stereo not given)	0.6	-5	-3	9	?	1	-0.1	0	-3
CCCn1c(=S)[nH]c2cc(OC)c(OC)cc2c1=O	1.0	1	-2	-10	-3	-2	-0.2	1	3
O=C(CCC(=O)n1ncc2ccccc21)NCc1ccccc1Cl	1.6	-1	0	-2	-11	10	0.1	-5	-1
CCn1cc(C(=O)N(CCCN2CCOCC2)Cc2ccco2)c(=O)c2ccc(C)nc21	-1.6	-1	0	6	11	-9	-0.2	12	-2
Cc1ccc(SCc2ccc(C(=O)Nc3cccc([N+](=O)[O-])c3C)cc2)cc1	3.5	3	-6	-10	-14	10	0.3	0	1
NCCNC(=O)Cc1cccc(NC(=O)Cc2ccc(Nc3ncnc4c3ncn4[C@@H]3O[C@H](CO)[C@@H](O)[C@H]3O)cc2)c1	1.2	0	7	-2	44	2	0.1	5	-2
CC(=O)Nc1ccc2nc(N)sc2c1	0.4	0	1	5	-2	1	0.0	-1	-4
O=C(Nc1sc2c(c1C(=O)NCc1ccco1)CCCC2)c1ccc2c(c1)OCO2	-0.5	2	2	-12	-13&0	17	-0.1	-20	5
COc1cc(Cl)ccc1OCc1cc(C(=O)NCc2cc(C(C)C)no2)no1	2.1	0	0	4	2	3	-0.2	8	2
O=C(CN1CCN(CC(=O)Nc2ccc(F)cc2)CC1)NCC1(N2CCOCC2)CCCCC1	2.6	nt	nt	3	11	nt	0.0	0	2
O=c1nc2scc(-c3ccccc3)n2c2ccccc12	-0.1	0	3	3	-4	-8	0.0	6	-1
CC1=C(C(=O)OCc2ccccc2)C(c2ccc3ccccc3c2)NC(=O)N1CCCC(=O)O (stereo not given)	1.3	-2	-5	-9	5	10	0.0	-6	1
CC(=O)c1c(N2CCOCC2)nc(=S)n(-c2ccccc2)c1C	0.3	-1	0	2	7	-21	0.0	5	1
CCCCN(C(=O)CSc1nnc2ccccn12)c1c(N)n(Cc2ccccc2)c(=O)[nH]c1=O	-1.1	-1	-1	-2	-1	-1	-0.1	-5	-2
CCC(C)(C)NC(=O)CN(C(=O)C(=O)Nc1ccc2c(c1)OCCO2)N1CCOCC1	3.3	-1	-1	6	1	-3	0.0	1	-6
CC(NC(=O)CSc1nc2ccccc2c(=O)[nH]1)c1ccccc1 (stereo not given)	1.8	-9	1	9	5	-3	0.0	4	3
CCCCN(CC)CCNC(=O)c1cc2cc3ccc(Cl)cc3nc2o1	3.2	-4	4	-13	-1	-5	-0.2	5	-2
c1ccc([C@H]2CN3CCSC3=N2)cc1	0.8	0	-4	-1	-16	-1	0.2	8	-5
O=C(O)CC1(CC(=O)Nc2ccc3ccccc3c2)CCCCC1	-0.2	-6	0	-9	-8	-5	-0.1	1	0
Cc1cc(C)c(S(=O)(=O)Nc2cccc(S(=O)(=O)NC3=NCCC3)c2)c(C)c1	-1.7	-3	4	4	0	-1	-0.1	11	-1
O=C(O)CSCCC(=O)Nc1ccc(F)cc1	-0.6	-3	-4	-2	5	-5	-0.4	2	-1
O=C(c1ccco1)N1CCCN(Cc2nc(-c3ccc4c(c3)OCO4)no2)CC1	2.8	0	0	-6	-14	6	-0.1	-5	-1
FC(F)(F)c1ccc(-c2nc(=S)[nH][nH]2)cc1	0.0	3	-1	-4	0	0	0.3	-11	-1
CC#CC[N+](C)(C)CC(=O)c1ccccc1	-0.6	-1	5	-5	-24	3	0.5	0	2
CCOc1ccccc1N1CC(C(=O)Nc2ccccc2N2CCOCC2)CC1=O (stereo not given)	1.7	0	-2	8	-24	16	0.0	-6	-3
O=C(COC(=O)c1cc(-c2ccccn2)nc2ccccc12)Nc1ncc(C(F)(F)F)cc1Cl	0.5	-1	-3	-2	-10	7	0.2	-2	-1
CSc1ccc(S(=O)(=O)N2CCC(C(=O)NC3CC3)CC2)cc1	0.1	1	-5	2	-14	9	0.0	-1	-2
COc1ccccc1C(=O)NC(=O)COC(=O)c1nccnc1N	nt	nt	nt	6	-3	nt	-0.1	5	nt
COc1cc(F)c(C(=O)NC(C)(C)CO)cc1OC	-9.8	-6	3	1	2	-17	-0.2	4	5
N#CC1=C(S)N(c2ccccc2)C(c2ccco2)NC1=O (stereo not given)	-0.8	4	0	-9	1	-1	-0.1	-12	0

procasp3 activ: hit marks shown above
| SMILES | PP5 inh | TPT1 inh | JMJD2C inh | HCV core dimer | Efflux pump inh | procasp3 activ |
| --- | --- | --- | --- | --- | --- | --- |
| Cc1ccc(NC(=O)CSc2nc3ccccc3nc2N2CCCC2)cc1 | 2.4 | -1 | 3 | 10 | 0.1 | 40* |

New compounds follow:
SMILES	PP5 inh	TPT1 inh	CTSL1 counter	procasp7 counter	JMJD2C inh	HCV core dimer	Efflux pump inh	procasp3 activ	PP1 counter
COc1ccc(C2=CN3CCCCC3CC2=O)cc1OC (stereo not given)	nt	nt	nt	-3	23	nt	-0.1	0	nt
OC(CN1CCN(c2ccccc2)CC1)c1c[nH]c2ccccc12 (stereo not given)	-4.4	5	0	2	12	-1	0.1	-5	-5
Cc1cc(OC(C)C(=O)NCCCn2ccnc2)c2c(C)c(C)c(=O)oc2c1 (stereo not given)	3.6	1	-3	7	-2	-6	0.1	6	1
Cc1ccc2nc(N(CCCN(C)C)C(=O)CCc3ccccc3)sc2c1	2.4	6	-3	10	7	-5	0.4	1	0
Cc1ccsc1C(=O)N(C)CC(=O)N(CC(C)C)c1c(N)n(CC(C)C)c(=O)[nH]c1=O	0.4	1	0	8	-10	0	0.1	-6	-7
Cc1ccccc1N(C)C(=O)c1coc(=O)c2ccccc12	-2.4	-2	-2	7	-3	-4	-0.1	-2	-4
CCOC(=O)C1=C(c2cccc(Oc3ccccc3)c2)NC(=S)NC1C (stereo not given)	4.3	-1	3	-12	0	12	0.2	2	1
O=C(CCC(=O)Nc1ccc(F)cc1)N/N=C/c1ccccc1	-0.8	-2	0	2	5	-3	-0.1	4	2
C=CCSC1=N/C(=C\c2ccsc2)C(=O)S1	-0.7	-1	1	-7	4	5	0.0	-5	-4
COc1ccc(-c2nnnn2C)cc1S(=O)(=O)NCc1ccccc1	1.7	3	0	4	-3	1	0.1	-7	-3
